Myeloid diff MLP – compounds promoting myeloid differentiation; ER-HoxA9 myeloid progenitors, lysozyme-GFP differentiation, flow cytometry; calls only at 10 µM; hit rate 1% among 360,000;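 active means normalized GFP-positive differentiation at or above the plate's own cutoff, the solvent-only control mean plus 3 SD; inconclusive means no clear call, values can overlap the other calls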;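 further: cells exposed to compound for four days before flow analysis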
NTR1 agonist – agonists of NTR1, primary screen, imaging, U2OS cells, beta-arrestin-GFP, high content (AID 493036); P30989; NTR1-U2OS beta-arrestin-GFP spot imaging, agonist mode; activation, % at 20 µM; hit rate 0.17% among 330,000;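 active means activation at or above 40% of the spot to cytoplasm intensity ratio, with at least 20 cells analyzed; inconclusive means wells under 20 cells, flagged as cytotoxic or low count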;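 further: 0% = DMSO without peptide and 100% = 100 nM NTR1 peptide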
Target sequence (P30989 whole entry, looked up): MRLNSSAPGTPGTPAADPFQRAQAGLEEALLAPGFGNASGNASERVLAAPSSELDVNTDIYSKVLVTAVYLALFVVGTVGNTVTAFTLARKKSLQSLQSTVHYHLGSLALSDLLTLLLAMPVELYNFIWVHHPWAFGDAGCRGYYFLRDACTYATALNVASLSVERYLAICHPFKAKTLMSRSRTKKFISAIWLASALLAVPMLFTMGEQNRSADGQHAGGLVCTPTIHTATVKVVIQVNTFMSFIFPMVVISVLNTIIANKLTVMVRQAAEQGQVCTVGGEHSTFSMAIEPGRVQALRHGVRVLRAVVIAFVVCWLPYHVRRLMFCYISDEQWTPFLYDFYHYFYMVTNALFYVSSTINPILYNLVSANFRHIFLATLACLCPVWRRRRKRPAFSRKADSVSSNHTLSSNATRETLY
MgcRacGAP inhibition – MgcRacGAP GTPase-activating activity inhibitors, confirmation, biochemical, ADP Hunter fluorescence | hit rate 0.6% among 340,000 | MgcRacGAP-stimulated Rac1 GTP hydrolysis, ADP Hunter fluorescence; higher % means a stronger effect; GST-tagged Rac1 F28L mutant substrate | AID 624330 | inhibition, % at 30 µM, or IC50 in µM where a hit was titrated;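 active means first-screen hits whose inhibition reached a set limit at any dose in the follow-up dose series; inconclusive means inhibition above the set first-screen limit but never retested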;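 further: fluorescence reports GDP produced by GAP-driven GTP hydrolysis; strong numbers were not always called active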
T cell modulator – T cell immune modulation candidate; hit rate 0.068% among 330,000; calls only at 7 µM; AID 2052; 2C CD8+ T cell-vesicle binding, flow cytometry; stronger effect = lower value;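 active means response, share of CD8 T cells binding vesicles, and their 90th percentile fluorescence all below set limits, cut at about 80% in these data, passing the limit was not always enough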
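Benchmarks: naked versus QL9-loaded vesicles / Assay system: purified 2C TCR transgenic mouse naive CD8+ T cells / Technique: high-throughput flow cytometry with anti-B7-1 and anti-CD8 staining / Timing: Cell–vesicle co-incubation 1.5 h at 37 °C, staining 20 min on ice / Read-out: percent CD8+ FL2 mean versus row control / Probe or stimulus: QL9-loaded Drosophila micro-vesicles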
K1F lysis inhibition – inhibition of K1F phage lysis, E. coli UTI89, bacterial capsule biogenesis inhibitors, alamar blue (AID 488966); hit rate 0.02% among 340,000; inhibition, % at 100 µM, or IC50 in µM where a hit was titrated; E. coli UTI89 K1F phage lysis, alamar blue, 2 h; higher % means a stronger effect;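 active means phage lysis inhibition, versus mean bacterial control, above a set limit; inconclusive means no clear call, values can overlap the other calls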;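 further: capsule biogenesis inhibitors block K1F phage lysis so surviving cells raise fluorescence; higher fluorescence means more inhibition of phage lysis; actives were called in the ten point dose series up to 300 µM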
TNAP activators – stimulation of alkaline phosphatase TNAP activity – biochemical, luminescent, no phosphate acceptor, uHTS, primary screen (AID 1001); hit rate 0.03% among 200,000; one-dose activation fold at 20 µM; EC50 in µM for titrated hits; purified TNAP, luminescent activation assay, no phosphate acceptor; higher activation fold means a stronger effect; in the data active means activation fold from about 3, or a potency from the dose series; inactive means the rest, 99 in 100 with activation fold below about 1.6; further: many of its hits are not listed in these tables
RSV antiviral HEp-2 – inhibition of RSV-induced cytopathic effect – HEp-2 cells, primary 10 µM value included (AID 2391). HEp-2 cells, RSV-induced CPE inhibition; higher % means a stronger effect. CPE inhibition, % at 10 µM, or IC50 in µM where a hit was titrated. hit rate 0.13% among 310,000; in the data active means a potency from the dose series; inconclusive means CPE inhibition mostly from about 23% at the one dose, without a potency; inactive means the rest, 99 in 100 with CPE inhibition below about 21%; further: strong numbers were not always called active
PhoP inhibition – PhoP-dependent GFP reporter repression – Salmonella Typhimurium, primary screen (AID 1863); S. Typhimurium PhoP-regulated promoter GFP reporter, 4 h; higher % means a stronger effect; inhibition, % at 50 µM; hits with a dose series show IC50 in µM; hit rate 0.16% among 300,000;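 active means inhibition over 29.93%, a cutoff 3 SD above the screen mean, later confirmed by dose response; inconclusive means inhibition over 29.93% but no dose response follow-up; inactive means inhibition at most 29.93% or unconfirmed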;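 further: 0% = low Mg2+ inducing control and 100% = high Mg2+ repressing control; strong numbers were not always called active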
SV40 large T antigen – TAg ATPase/helicase activity blockers – biochemical (AID 1903) | SV40 large T antigen ATPase/helicase inhibition assay; higher % means a stronger effect | inhibition, % at 20 µM, or IC50 in µM where a hit was titrated | hit rate 0.39% among 310,000; in the data active means a potency from the dose series; inconclusive means inhibition mostly from about 32% at the one dose, without a potency; inactive means the rest, 99 in 100 with inhibition below about 32%; further: strong numbers were not always called active
T cell modulator vesicle-bound % – also measured in T cell modulator; calls as there; double positive events, %; measured here: CD8+ vesicle-bound cell fraction;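 binding gate set so that unloaded-vesicle control wells show 10% double positive cells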
NTR1 agonist cell count 20 µM – second read-out of NTR1 agonist, no call of its own (marks repeat the call); cell count; measured here: cell count, cytotoxicity flag
Myeloid diff MLP GFP+ MAC1+ % – second read-out of Myeloid diff MLP, no call of its own (marks repeat the call); GFP+ MAC1+ double positive, %; measured here: differentiation confirmed by MAC1 staining
The depositor's hits bear a star; i = inactive; ? = inconclusive; . = not tested or not shown; [ ] = dose if it differs, or a comment.

SMILES	Myeloid diff MLP	Myeloid diff MLP GFP+ MAC1+ %	NTR1 agonist	NTR1 agonist cell count 20 µM	MgcRacGAP inhibition	T cell modulator	T cell modulator vesicle-bound %	K1F lysis inhibition	TNAP activators	RSV antiviral HEp-2	PhoP inhibition	SV40 large T antigen
O=C(NCCc1c[nH]c2ccccc12)/C(=C/c1cccnc1)NC(=O)c1ccccc1	i	0.2	-0.7	90	2.3%	i	32.9	-0.5%	1.1	0.1%	-0.2%	4.2%
COc1cccc(CN(C)S(=O)(=O)c2ccccc2Br)c1	i	3.9	0.4	64	2.3%	.	.	1.2%	.	.	.	.
COc1ccc(C(=O)CCC(=O)N2CCN(c3ccccc3)CC2)cc1	i	2.1	-5.2	37	11.0%	i	49.1	4.6%	.	-0.3%	.	.
Cc1ccc(C(=O)N(CC(C)C)c2nc3ccccc3s2)o1	i	0.4	6.3	53	.	i	20.6	-0.1%	.	0.6%	-0.6%	12.9%
O=c1ccc(/C=C/c2ccccc2)nn1Cc1ccc(F)cc1	i	0.3	1.3	52	12.6%	i	56.8	-1.0%	1.1	3.3%	6.2%	2.9%
COc1ccc(NC(=O)CSc2ncn(-c3ccccc3)n2)cc1Cl	i	0.3	-1.5	64	4.0%	i	19.9	2.5%	1.1	-0.5%	-5.8%	9.9%
COc1ccccc1CNS(=O)(=O)c1ccc(-c2cc(C)no2)cc1	?	.	3.0	71	-0.1%	i	43.2	-0.1%	.	-1.0%	11.6%	-0.3%
CC(C)NC(=O)C1CCN(C2CCN(C(=O)c3scc4c3CCCC4)CC2)CC1	i	0.2	-1.2	48	2.1%	i	29.9	0.1%	1.1	-1.2%	2.4%	9.1%
CSc1ccc(/C=C(/NC(=O)c2ccco2)C(=O)NCc2ccco2)cc1	i	1.4	1.5	54	7.1%	i	65.1	2.1%[50 µM]	.	0.4%	1.8%	13.2%
c1ccc(CNn2nnnc2-c2ccccc2)cc1	i	9.0	-0.2	55	11.6%	i	43.9	2.0%	1.1	1.8%	1.1%	7.4%
CCOC(=O)Nc1nnc(-c2ccccc2OC)s1	i	0.5	1.3	54	7.8%	i	49.2	-0.1%	1.1	5.7%	-9.3%	10.7%
COc1ccccc1C(CNC(=O)c1ccc(S(=O)(=O)N2CCCCC2)cc1)N(C)C (centres undefined)	i	0.6	-0.7	55	5.6%	i	37.0	0.5%[50 µM]	.	.	.	.
CNC(=O)NC(=O)CSc1nc2ccccc2n1CCOC	i	0.6	3.0	79	7.4%	i	45.4	-1.2%	1.1	0.8%	-6.4%	-0.9%
O=C(CSCc1ccccc1)Nc1nccs1	i	1.0	1.5	43	9.3%	i	44.4	1.1%	1.1	0.8%	-2.5%	5.1%
COC(=O)C(Cc1ccccc1)NC(=O)CC(C)CC(=O)Nc1ccc(C)cc1 (centres undefined)	i	0.8	-1.2	49	4.4%	i	39.3	-0.1%	.	1.8%	-4.0%	4.1%
CCOc1ccc(C(=O)NC2CCN(CC(=O)NCc3cccs3)CC2)cc1	i	0.1	-0.6	64	1.5%	i	31.8	-0.1%	1	0.3%	4.7%	2.8%
COc1ccccc1N(CC(=O)N/N=C(\C)c1ccc(F)cc1)S(=O)(=O)c1ccccc1	i	1.0	-1.7	48	10.2%	i	39.1	-0.1%[50 µM]	.	2.0%	.	.
COC(=O)Nc1c(-c2ccccc2)nc2ccccn12	i	7.0	-0.5	63	8.8%	i	9.6	0.8%	1	2.4%	5.5%	0.7%
Clc1ccc(N=NN2CCOCC2)cc1	i	0.6	0.0	55	6.9%	i	39.5	0.2%	.	1.3%	0.0%	7.5%
CCOC(=O)CNC(=O)N1CCCC(CNS(=O)(=O)Cc2ccccc2)C1 (centres undefined)	i	0.9	2.8	42	-0.9%	i	36.9	-0.5%	1	0.3%	7.7%	3.4%
CC(C)COc1ccc(CNC(=S)N/N=C/c2ccc([N+](=O)[O-])cc2)cc1	i	3.7	1.1	50	-4.1%	i	12.5	-0.5%	1.1	1.6%	9.2%	8.2%
CC1CCCC(NC(=O)CN(C)CC(=O)Nc2cccc(F)c2)C1C (centres undefined)	i	1.3	3.2	60	0.7%	i	39.1	0.2%[50 µM]	.	0.1%	.	.
CCOc1ccc(-c2nc(CSc3nnc(N)s3)cs2)cc1OC	i	0.8	0.6	43	-1.9%	i	52.1	0.1%	1	0.6%	-6.1%	14.3%
COC(=O)c1ccccc1NC(=O)C1COc2ccccc2O1 (centres undefined)	i	0.9	3.7	62	7.2%	i	34.0	-0.5%	1.1	0.4%	6.0%	5.7%
CCOC(=O)c1cccc(NC(=O)CCNS(=O)(=O)c2cc(Br)cnc2N)c1	i	2.3	3.1	69	9.7%	i	8.1	0.1%	.	0.8%	-2.1%	0.7%
COc1ccc(C(=O)N2N=C(c3ccccc3)CC2(O)C(F)(F)F)cc1 (centres undefined)	i	0.6	.	.	1.4%	.	.	-0.3%	1	.	-4.9%	6.3%
CCOC(=O)CSc1nc2c(sc(=S)n2Cc2ccco2)c(=O)n1-c1ccccc1	i	4.7	1.2	49	9.8%	i	61.8	1.5%	1	5.7%	-18.4%	2.8%
COc1cccc(NC(=O)Cn2c(=O)n(C)c(=O)c3sc4c(c32)COC(C)(C)C4)c1	i	1.1	-1.8	48	8.1%	i	43.4	0.3%	.	1.3%	-4.5%	9.6%
COCCNC(=O)C1CCN(S(=O)(=O)c2c(C)noc2/C=C/c2cccs2)CC1	i	0.7	-0.3	57	11.9%	i	29.4	1.3%[50 µM]	.	-1.1%	2.6%	11.3%
COCC(C)Nc1ncnc2c1cnn2-c1ccc(Cl)cc1 (centres undefined)	i	1.4	-1.4	70	-10.1%	i	41.9	-0.3%	1.1	2.5%	-2.8%	14.7%
CC(C)(C)NC(=O)c1cc2c(ccc3ccccc32)oc1=O	i	0.4	1.8	67	10.8%	i	65.3	-0.7%	.	1.4%	3.5%	2.7%
CCn1cc(Br)c(C(=O)NC(=S)Nc2ccc(C(=O)OC)cc2)n1	i	0.2	2.3	80	-0.8%	i	54.7	0.8%[50 µM]	1	1.0%	-3.5%	7.7%
Cc1cccc(OCCCCN2CCNCC2)c1	i	0.3	-0.6	49	8.1%	i	29.9	0.9%	.	-0.4%	.	12.0%
O=[N+]([O-])c1ccc(CSc2nnc(SCc3ccc(Cl)cc3)s2)cc1	i	0.6	-1.0	86	2.1%	i	64.9	0.1%	1.1	0.4%	8.2%	17.4%
Cc1ccccc1CSc1nnc(Cn2c(=O)sc3ccccc32)n1C	i	0.9	3.7	71	4.8%	i	37.4	-1.7%	1	-2.4%	-8.4%	3.1%
C[C@@H]1CC=C[C@@H]2[C@H]1C(=O)N(Cc1ccccc1)[C@H]2c1cccc(Br)c1	i	0.5	5.9	53	8.9%	.	.	0.4%	.	.	.	.
O=C(Nc1ccc(N=Nc2ccccc2)c(NC(=O)C2CCCO2)c1)C1CCCO1 (centres undefined)	i	0.6	5.0	55	2.6%	i	51.4	0.2%	1	3.5%	-4.9%	10.9%
CO/C=C/C#CC1(O)CCN(C)CC1	i	0.8	-1.4	90	4.1%	i	26.9	3.9%	0.9	0.3%	-2.2%	3.1%
N#C/C(=C\c1ccccc1)c1n[nH]c(Cn2cncn2)n1	i	0.7	-0.6	44	13.9%	i	54.3	-0.4%	1.1	1.1%	9.1%	20.1%
Cc1ccc(CN2CC(C(=O)Nc3ncc(C)s3)CC2=O)cc1 (centres undefined)	i	0.1	-0.2	67	11.6%	.	.	0.9%[50 µM]	.	.	.	.
Cc1ccc(C(C(=O)NC(C)(C)C)N(Cc2ccc3c(c2)OCO3)C(=O)c2ccc(CN3CCOCC3)o2)o1 (centres undefined)	i	0.6	-0.1	56	-3.1%	i	37.4	0.3%	1.1	1.2%	2.6%	11.8%
COc1ccc(OCC(=O)NCc2cccnc2)cc1	i	1.5	-2.9	76	-1.9%	i	48.0	0.8%	1.1	-0.2%	6.6%	4.6%
COc1ccc(CNC(=O)Cc2csc(Nc3nc(=S)[nH]c4ccccc34)n2)cc1	i	1.1	-1.3	54	-3.8%	i	15.7	2.7%	1	0.4%	7.3%	4.3%
Cc1nn(CC(=O)NCCCN2CCN(C)CC2)c(=O)c2cc(-c3ccccc3)nn12	i	4.7	0.7	48	-20.7%	i	15.4	0.1%	.	-2.1%	-3.0%	.

Part of the list above with just Myeloid diff MLP GFP+ MAC1+ %, SV40 large T antigen and TNAP activators:
SMILES | Myeloid diff MLP GFP+ MAC1+ % | SV40 large T antigen | TNAP activators
Cc1ccc(C(C(=O)NC(C)(C)C)N(Cc2ccc3c(c2)OCO3)C(=O)c2ccc(CN3CCOCC3)o2)o1 (centres undefined) | 0.6 | 11.8% | 1.1
COc1ccc(OCC(=O)NCc2cccnc2)cc1 | 1.5 | 4.6% | 1.1
COc1ccc(CNC(=O)Cc2csc(Nc3nc(=S)[nH]c4ccccc34)n2)cc1 | 1.1 | 4.3% | 1

A run of entries taken from the entries so far:
SMILES	Myeloid diff MLP	Myeloid diff MLP GFP+ MAC1+ %	NTR1 agonist	NTR1 agonist cell count 20 µM	MgcRacGAP inhibition	T cell modulator	T cell modulator vesicle-bound %	K1F lysis inhibition	TNAP activators	RSV antiviral HEp-2	PhoP inhibition	SV40 large T antigen
CC(C)COc1ccc(CNC(=S)N/N=C/c2ccc([N+](=O)[O-])cc2)cc1	i	3.7	1.1	50	-4.1%	i	12.5	-0.5%	1.1	1.6%	9.2%	8.2%
CC1CCCC(NC(=O)CN(C)CC(=O)Nc2cccc(F)c2)C1C (centres undefined)	i	1.3	3.2	60	0.7%	i	39.1	0.2%[50 µM]	.	0.1%	.	.
CCOc1ccc(-c2nc(CSc3nnc(N)s3)cs2)cc1OC	i	0.8	0.6	43	-1.9%	i	52.1	0.1%	1	0.6%	-6.1%	14.3%
COC(=O)c1ccccc1NC(=O)C1COc2ccccc2O1 (centres undefined)	i	0.9	3.7	62	7.2%	i	34.0	-0.5%	1.1	0.4%	6.0%	5.7%
